# HKDC1 inhibitor = blocks human hexokinase HKDC1 activity; Q2TB90; recombinant HKDC1, G6PDH/diaphorase resazurin coupled fluorescence; inhibition, % at 20 µM; actives 0.16% (n = 340,000); AID 493160;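 active = inhibition above about 35% when tested at 20 µM, limit read from the data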;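 note: plate controls were DMSO wells with enzyme for no effect and DMSO wells lacking enzyme for full effect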
# Target sequence (Q2TB90 whole entry, looked up): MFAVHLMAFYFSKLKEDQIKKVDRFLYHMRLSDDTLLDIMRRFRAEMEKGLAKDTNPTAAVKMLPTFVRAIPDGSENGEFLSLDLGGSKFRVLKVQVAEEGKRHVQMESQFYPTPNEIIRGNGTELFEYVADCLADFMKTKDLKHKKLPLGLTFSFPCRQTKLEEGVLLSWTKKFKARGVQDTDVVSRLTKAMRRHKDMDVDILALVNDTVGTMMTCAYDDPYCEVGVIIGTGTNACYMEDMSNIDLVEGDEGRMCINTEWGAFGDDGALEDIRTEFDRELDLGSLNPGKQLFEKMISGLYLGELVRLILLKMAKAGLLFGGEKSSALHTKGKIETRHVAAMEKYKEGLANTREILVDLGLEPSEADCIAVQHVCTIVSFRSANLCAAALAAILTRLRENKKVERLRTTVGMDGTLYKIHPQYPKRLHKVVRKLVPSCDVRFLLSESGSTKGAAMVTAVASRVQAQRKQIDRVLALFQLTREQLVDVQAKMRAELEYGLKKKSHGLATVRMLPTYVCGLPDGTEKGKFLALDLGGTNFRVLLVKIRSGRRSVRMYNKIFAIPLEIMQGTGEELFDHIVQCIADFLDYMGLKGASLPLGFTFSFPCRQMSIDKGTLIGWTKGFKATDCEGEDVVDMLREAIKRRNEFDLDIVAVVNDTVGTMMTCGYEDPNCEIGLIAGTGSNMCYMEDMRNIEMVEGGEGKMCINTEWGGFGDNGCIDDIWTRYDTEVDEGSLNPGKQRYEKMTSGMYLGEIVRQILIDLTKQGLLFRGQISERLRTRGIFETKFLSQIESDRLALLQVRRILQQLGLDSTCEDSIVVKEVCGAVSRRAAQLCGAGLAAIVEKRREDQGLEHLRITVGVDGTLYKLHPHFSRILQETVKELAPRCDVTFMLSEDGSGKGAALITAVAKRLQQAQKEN
#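 Material: recombinant HKDC1 hexokinase; Amount: HKDC1 at 5 µg/mL; Medium: Tris pH 8.0 buffer with MgCl2, Tween-20, BSA, BME; Schedule: 90 min reaction incubation at room temperature, dark; Technique: coupled resazurin fluorescence, excitation 525 nm, emission 613 nm.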
# PfGluPho inh = PfG6PD (Plasmodium falciparum) enzyme inhibition; PfGluPho enzyme, NADPH resazurin-diaphorase fluorescence; inhibition, % at 20 µM; actives 0.78% (n = 350,000); AID 504690;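 active = inhibition reaching at least a set limit at 20 µM in the primary screen, cut at about 59% in these data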;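 note: 0% = DMSO wells with substrate and 100% = DMSO wells lacking glucose-6-phosphate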
# ATG4B inhibitor = blocks human ATG4B protease cleavage of LC3 substrate. Q9Y4P1. ATG4B cleavage of LC3-PLA2, NBD-HPC fluorescence, 1 h. inhibition, % at 8.33 µM. actives 0.51% (n = 340,000). AID 504462; in the data active = inhibition above about 40%
# * = called active by the depositor.
SMILES,HKDC1 inhibitor,PfGluPho inh,ATG4B inhibitor
Cn1c(=O)c2[nH]c(CCC3CCCC3)nc2n(C)c1=O,-4,10,7
Cc1nn(-c2ccccc2)c2c1C(c1ccc(Br)s1)C(C#N)=C(N)O2 (stereo not given),3,-7,-2
O=C1CN(N=Cc2ccco2)C(=O)N1,5,13,4
N#C/C(=C/c1ccc(N2CCOCC2)o1)C(=O)Nc1ccccc1,2,3,-5
Cc1ccc2nc(/C(C#N)=C/c3ccc(-c4cccc([N+](=O)[O-])c4)o3)[nH]c2c1,10,-13,10
CN(Cc1ccccc1)C(=O)c1cccc(NC(=O)Cc2ccc(NC(=O)C3CCCN(C(=O)C4CCC4)C3)cc2)c1 (stereo not given),-6,-18,-1
C=CCCC1CN(Cc2ccco2)S(=O)(=O)c2c(F)cccc2O1 (stereo not given),-1,19,-1
NC(=O)c1ncn([C@@H]2O[C@H](CNCc3ccc(OCC(=O)Nc4nccs4)cc3)[C@@H](O)[C@H]2O)n1,-7,-5,-3
CC1CCCN(CCC(=O)c2ccccc2)C1 (stereo not given),-4,-14,-2
CSc1nc(N)nc(SCC(=O)Nc2cccc(F)c2)c1C#N,8,2,-3
O=C(NNC(=O)c1ccc2ccccc2c1)c1cccc(F)c1,-5,2,-4
CC(=O)N1CCN(C(=O)c2cc3c(s2)CCCC3)CC1,1,3,0
CN(C)S(=O)(=O)c1ccc(N)c([N+](=O)[O-])c1,-2,0,-4
CC(C)(C)c1ccc(/C=C/C(=O)N2CCCCC2)cc1,-4,8,4
O=C1[C@H](Cc2ccccc2)NCC=CC[C@@H](c2ccc(Cl)cc2)N1Cc1ccc(Cl)cc1,6,22,-18
Cc1[nH]c2ccccc2c1C(=O)C(=O)NCc1ccncc1,-3,2,0
Cc1ccc(N=Nc2c(N)[nH]n3c(=O)cc(C)nc23)cc1,-10,-1,-9
CC1(C)CC(N=c2cc(-c3ccccc3)oc3ccc(Cl)cc23)CC(C)(C)N1,-4,-18,7
O=C1NC2c3c(Cl)sc(Cl)c3C(=O)C2O1 (stereo not given),13,-1,14
O=C1C=C(NCCc2cc(Br)c(O)c(Br)c2)C(=O)c2ncccc21,30,115*,29
O=C(COc1ccccc1-c1ccccc1)N/N=C/c1ccc2ccccc2c1,-8,-14,-8
CCCCC(=O)N/N=C(C)/C=C/c1ccccc1F,-8,1,-5
O=C(O)c1ccc(CCCc2ccccc2)cc1,3,-34,2
N#CC1(c2cccc(Br)c2)C(=O)Nc2ccccc21 (stereo not given),1,8,-5
Nc1ccc2ccccc2c1[N+](=O)[O-],0,34,-5

# Some of these compounds in order of the PfGluPho inh value, falling.
SMILES,HKDC1 inhibitor,PfGluPho inh,ATG4B inhibitor
Nc1ccc2ccccc2c1[N+](=O)[O-],0,34,-5
C=CCCC1CN(Cc2ccco2)S(=O)(=O)c2c(F)cccc2O1 (stereo not given),-1,19,-1
CSc1nc(N)nc(SCC(=O)Nc2cccc(F)c2)c1C#N,8,2,-3
Cc1ccc(N=Nc2c(N)[nH]n3c(=O)cc(C)nc23)cc1,-10,-1,-9
CC1(C)CC(N=c2cc(-c3ccccc3)oc3ccc(Cl)cc23)CC(C)(C)N1,-4,-18,7

# Six neighbouring compounds from above, quoted:
SMILES,HKDC1 inhibitor,PfGluPho inh,ATG4B inhibitor
CC(C)(C)c1ccc(/C=C/C(=O)N2CCCCC2)cc1,-4,8,4
O=C1[C@H](Cc2ccccc2)NCC=CC[C@@H](c2ccc(Cl)cc2)N1Cc1ccc(Cl)cc1,6,22,-18
Cc1[nH]c2ccccc2c1C(=O)C(=O)NCc1ccncc1,-3,2,0
Cc1ccc(N=Nc2c(N)[nH]n3c(=O)cc(C)nc23)cc1,-10,-1,-9
CC1(C)CC(N=c2cc(-c3ccccc3)oc3ccc(Cl)cc23)CC(C)(C)N1,-4,-18,7
O=C1NC2c3c(Cl)sc(Cl)c3C(=O)C2O1 (stereo not given),13,-1,14

# Further compounds
SMILES,HKDC1 inhibitor,PfGluPho inh,ATG4B inhibitor
O=C(NCC(=O)N1CCc2ccccc2C1)c1ccccc1Cl,-6,6,4
O=C(Nc1ccccc1Cl)c1ccc(C(=O)Nc2ccccc2Cl)cc1,-1,-19,7
COc1ccc(C(c2nnnn2C(C)(C)C)N2CCN(c3nc4ccccc4s3)CC2)cc1 (stereo not given),-5,8,-3
CCn1c(N)cc(=O)[nH]c1=S,8,-14,-1
CC(C)C1(C2CCCC2)NC(=O)NC1=O (stereo not given),-10,2,-4
Oc1cccc2oc(=S)[nH]c12,-4,8,2
O=CN(Cc1nc2ccccc2[nH]1)c1ccc(C(=O)O)cc1,-6,-8,-8
Cc1ccc(S(=O)(=O)N2CCN(C(=O)COC(=O)COc3ccccc3C(C)C)CC2)c(C)c1,6,-10,-49
CCN1CCN(Cc2nc3c(c(=O)n(C)c(=O)n3C)n2CCc2ccccc2)CC1,-1,-3,15
O=c1c2ccccc2sc2c(CO)ccc(NCCN3CCCCC3)c12,6,24,-6
Cc1ccc(-c2cc3nc(-c4ccccc4)cc(N4CCOCC4)n3n2)cc1,2,9,-6
Cc1ccc2c(c1)C1(C(=O)N2)N2CCCC2C(C(=O)c2ccc3ccccc3c2)C12C(=O)Nc1ccccc12 (stereo not given),-1,32,-15
Cc1ccccc1C(=O)N1CCC2CC1c1cc(Cl)ccc12 (stereo not given),-5,-18,11
Cc1ccccc1C(=O)N1CCC2CC1c1cc(-c3ccc(F)cc3)ccc12 (stereo not given),-3,5,-1
COc1ccc2c(c1C)CCC(C)(C#N)C2=O (stereo not given),-5,-1,2
CCOc1ccccc1-c1cc(C(=O)N/N=C/c2ccc3c(c2)OCO3)c2ccccc2n1,-1,-9,-11
Cc1ccc(S(=O)(=O)ON2C(=O)c3ccccc3C2=O)c(C)c1,21,41,15
COc1ccc(C(=O)NCC(C)(c2ccccc2)c2ccccc2)cc1S(=O)(=O)N1CCOCC1,6,-6,-10
CC1(C)COC(c2cccc([N+](=O)[O-])c2)OC1,-6,8,-6
CCCCN1CC(COCc2ccccc2)Oc2cccc(Oc3ccc(C(C)C)cc3)c2S1(=O)=O (stereo not given),-1,24,1
Cc1cc(C)cc(NC(=S)N2CCC(C(=O)c3ccc(F)cc3)CC2)c1,3,-8,4
O=C1NC(=O)C(=Cc2ccco2)S1,-4,-2,-2
CC(=O)Oc1ccc(C23c4ccccc4C2(OC(C)=O)c2cc(OC(C)=O)ccc23)cc1 (stereo not given),0,15,-8
COc1cc(OC)cc(C(=O)N(Cc2ccco2)c2c(N)n(Cc3ccccc3)c(=O)[nH]c2=O)c1,-2,-2,-2
Cc1cn(C2CC(O)C(CO)O2)c(=O)n(CCCc2ccccc2)c1=O (stereo not given),-8,-3,-11

# Additional compounds follow.
SMILES,HKDC1 inhibitor,PfGluPho inh,ATG4B inhibitor
CC(C)N1CCN(Cc2cnc(N3CCCC3)s2)CC1CCO (stereo not given),-2,-8,2
O=C(COc1ccccc1/C=C\c1nc(O)c([N+](=O)[O-])c(=O)[nH]1)Nc1ccccc1,33,5,-5
C=CCn1c(SCc2csc(C)n2)nc2sc3c(c2c1=O)CCCC3,4,14,4
CCOC(=O)/C(=C\C=C1/Sc2ccccc2N1CC)C(C)=O,12,33,-2
O=S(=O)(NCCc1ccc(F)cc1)c1cc(C(F)(F)F)ccc1Br,0,14,5
CCOC(=O)c1c(C)c(C(=O)Nc2ccc(N(C)C)cc2)c(C)n1CC,-5,6,-4
CC(=O)N(c1cc(C)ccc1C)c1ccccc1[N+](=O)[O-],-5,-4,-1
O=[N+]([O-])c1cc2c(cc1/C=N/n1c(-c3ccccn3)n[nH]c1=S)OCO2,-4,50,9
O=Nc1c(O)c2ccccc2c2ccccc12,23,37,-12
O=C(CN1CCN(C(=O)c2ccccc2Cl)CC1)Nc1cccc(S(=O)(=O)N2CCCC2)c1,-5,-5,-21
O=[N+]([O-])c1ccc(COc2ccccc2CN2CCOCC2)cc1,-4,36,-1
CC(C)c1nccn1S(=O)(=O)c1cccc([N+](=O)[O-])c1,-9,-12,4
CCOC(=O)c1sc2nc(CC(=O)OC)nc(NCCN3CCOCC3)c2c1C,4,15,-5
CCC(C)(C)c1ccc(Oc2ccc(N)cc2)cc1,6,21,9
Cc1nc2cc(C)c(C)cc2o1,-6,-2,-4
Cc1ccc(C(=O)NN=Cc2ccc3c(c2)OCO3)cc1,-6,18,-9
O=C(N=Nc1c(O)[nH]c2ccccc12)Nc1ccccc1,9,12,-3
COCCn1c(C)cc(C(=O)CSc2ncnc3sc4c(c23)CCC4)c1C,0,-9,2
COC(=O)c1ccc(-n2nnnc2SCC(=O)Nc2ccccc2C(=O)OC)cc1,0,-17,-10
Cc1nc(N)[nH]c(=O)c1CCCNc1ccc(CCCCC2(CCl)OCCO2)cc1,-7,11,-6
CC1=CC(C)(C)NC(=S)N1c1ccc([N+](=O)[O-])cc1,-4,-11,4
Cc1cc(C)c(S(=O)(=O)Oc2ccccc2[N+](=O)[O-])c(C)c1,-2,16,5
COC(=O)c1ccccc1S(=O)(=O)N1CCC(C(=O)Nc2ccccc2N2CCOCC2)CC1,-1,7,-8
CN(C)c1nc2c(N)ncnc2n1[C@H]1O[C@@H](CO)[C@H](O)[C@@H]1O,-7,-8,7
CN(C)c1ccc(C(C(=O)NCc2ccccc2)N(Cc2ccco2)C(=O)c2snc(C(N)=O)c2N)cc1 (stereo not given),-3,21,14

# New compounds follow:
SMILES,HKDC1 inhibitor,PfGluPho inh,ATG4B inhibitor
C=CCSc1nc2ccccc2n1C(=O)/C=C/c1ccc(OC)c(OC)c1,5,3,6
COc1ccc(NC(=O)C2CCCCN2S(=O)(=O)c2ccccc2)cc1S(=O)(=O)N1CCOCC1 (stereo not given),-4,2,-42
O=c1[nH]cnc(CN2CCCCC2)c1O,7,-21,-2
Cc1cc(C(=O)Cn2cnc3ccc(Cl)cc3c2=O)c(C)n1C1CC1,-2,-9,5
COc1ccc(C)cc1-n1c(=O)c2ccccc2c2ccccc2c1=O,-1,31,-19
CCOc1ccc(NCc2nc3ccccc3n2CCOc2ccccc2)cc1,2,13,9
O=Nc1c2cc3ccccc3[nH]c-2c2ccccc12,0,26,-17
CC(=O)N1CCN(C(C)=O)c2ccccc21,-5,4,-5
COc1ccccc1Nc1ccc2c(O)cc(S(=O)(=O)O)cc2c1,38*,32,19
O=C1CC(C(=O)O)NC(=S)N1 (stereo not given),-5,-9,0
Cc1c(N=Nc2ccc(N(C)C)cc2)c(=O)n(-c2ccccc2)n1C,-7,-1,-2
CC(C)C(=O)OCC(=O)Nc1ccc(N=Nc2ccccc2)cc1,-1,6,-4
CN(C=O)c1ccc(CSc2ccccc2)cc1,-9,7,0
CN(c1ccc(OCC(=O)Nc2ccc(S(N)(=O)=O)cc2)cc1)S(=O)(=O)c1ccc(F)cc1,3,3,-13
O=C(Nc1ccc([N+](=O)[O-])cc1)Nc1ccc(OC(F)F)c(Cl)c1,1,17,-13
CC(=O)N1c2ccccc2N2C(c3c(C)c(C)cc(C)c3C)=NON12,0,0,0
CN(C)c1nc2c(cnn2C)c(=O)[nH]1,9,-10,2
CC(=O)c1ccc(N2CCN(c3ccc(C(F)(F)F)cn3)CC2)cc1,-5,-1,4
O=C(O)c1cc(S(=O)(=O)N2CCCc3ccccc32)ccc1Cl,-3,-8,-3
N#CC1=C(N)Oc2ccc3ccc(O)cc3c2C1c1ccsc1 (stereo not given),-1,44,-12
COc1ccc(CCNC(=O)Cc2cc3c(cc2[N+](=O)[O-])OCO3)cc1OC,0,2,0
Cc1ccc(NC(=O)c2ncn(CCCNCc3ccccc3)n2)cc1C,-4,5,-3
Cc1nn(-c2ccc(Cl)cn2)c2c1C(=O)CC(C)(C)C2Br (stereo not given),1,10,2
CC(=O)Nc1ccc(Sc2ccc([N+](=O)[O-])o2)cc1,9,14,-6
O=C1OC(c2ccccc2)(c2ccccc2)c2ccccc21,4,-26,8
COCCCNC(=S)NNC(=O)C1CC1c1ccc(C(C)(C)C)cc1 (stereo not given),4,-8,-8
O=c1[nH]nc(N=Nc2c(O)[nH]c3ccc(F)cc23)c(=O)[nH]1,-1,8,-1
CC(=O)c1cccc(N/C=C\C(=O)c2ccc(C)cc2)c1,-2,25,20
Nc1nc(SCc2ccccc2[N+](=O)[O-])c2ncn(Cc3ccccc3)c2n1,-2,8,50*

# Only part of the results is shown, so the mix of outcomes need not match the whole.
